# Mtb FBA inh: Mtb FBA enzyme inhibitors, primary screen, biochemical, fluorescence, strain H37Rv; Fructose-bisphosphate aldolase (Mycobacterium tuberculosis (strain ATCC 25618 / H37Rv)), …; purified M. tuberculosis FBA, fluorescence read-out; inhibition, % at 1 µM; hit rate 2.3% among 360,000; in the data active = inhibition above about 27%;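 note: 0% = vehicle and 100% = reference inhibitor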
# Target sequence (P9WQA3 whole entry, looked up): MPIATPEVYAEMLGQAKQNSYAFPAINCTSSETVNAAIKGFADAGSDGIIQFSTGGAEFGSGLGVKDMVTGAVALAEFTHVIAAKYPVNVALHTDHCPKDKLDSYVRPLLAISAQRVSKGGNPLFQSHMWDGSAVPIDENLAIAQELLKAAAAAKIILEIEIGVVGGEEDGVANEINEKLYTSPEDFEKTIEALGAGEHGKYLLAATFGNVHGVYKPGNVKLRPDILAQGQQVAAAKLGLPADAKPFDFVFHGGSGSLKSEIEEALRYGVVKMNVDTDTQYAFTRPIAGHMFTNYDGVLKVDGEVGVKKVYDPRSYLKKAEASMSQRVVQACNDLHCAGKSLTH
# FadD28 binding: inhibitors of FadD28 bisubstrate probe binding, primary screen, biochemical, fluorescence polarization, single point | Mycobacterium tuberculosis FadD28 fatty-acid-AMP ligase | inhibition, % at 12.5 µM | hit rate 0.22% among 360,000 | AID 588549, 2011; in the data active = inhibition above about 8.5%, passing the limit was not always enough; inconclusive = no clear call, values can overlap the other calls
# GDH-TPI counter: GDH-TPI coupling enzyme inhibitors, primary screen, artefact control for M. tuberculosis FBA inhibitor project, biochemical, absorbance, full deck. GDH-TPI coupled enzyme counterscreen, NADH absorbance. inhibition, % at 4.8 µM. hit rate 1.2% among 360,000. AID 588335, 2011; in the data active = inhibition above about 30%;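 note: 0% = DMSO wells and 100% = wells lacking the enzyme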
# Mtb UGM inh: M. tuberculosis UGM enzyme inhibitors, primary screen, biochemical, fluorescence polarization, single point; inhibition, % at 10 µM; hit rate 0.06% among 320,000; UDP-galactopyranose mutase (Mycobacterium tuberculosis (strain ATCC 25618 / H37Rv)), …; purified UGM, fluorescence polarization probe displacement; in the data active = inhibition above about 10%, passing the limit was not always enough; inconclusive = no clear call, values can overlap the other calls
# Target sequence (P9WIQ1 whole entry, looked up): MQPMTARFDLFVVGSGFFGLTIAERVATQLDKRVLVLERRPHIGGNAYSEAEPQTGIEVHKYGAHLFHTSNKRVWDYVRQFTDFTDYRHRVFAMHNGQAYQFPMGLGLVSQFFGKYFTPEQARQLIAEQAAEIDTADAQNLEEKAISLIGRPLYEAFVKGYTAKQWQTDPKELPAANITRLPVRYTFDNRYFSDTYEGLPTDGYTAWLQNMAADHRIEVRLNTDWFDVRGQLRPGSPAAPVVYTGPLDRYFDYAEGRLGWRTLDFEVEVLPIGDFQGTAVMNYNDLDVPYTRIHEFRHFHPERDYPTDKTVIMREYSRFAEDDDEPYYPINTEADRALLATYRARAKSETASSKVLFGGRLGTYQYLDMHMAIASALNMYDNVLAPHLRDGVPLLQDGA
# Anthrax LF prot: Bacillus anthracis LF protease inhibitors, primary screen, biochemical, multiplex microsphere, MLPCN library; Lethal factor (Bacillus anthracis), P15917; multiplex microsphere protease cleavage assay; inhibition, % at 10 µM; hit rate 0.12% among 360,000; note: plate controls were buffer without enzyme for full effect and enzyme alone for no effect
# BoNT-F LC inh: BoNT/F light chain protease inhibitors, primary screen, biochemical, flow cytometry, MLPCN library; Botulinum neurotoxin type F light chain protease (Clostridium botulinum); Multiplex microsphere protease cleavage assay; inhibition, % at 10 µM; hit rate 0.22% among 360,000; AID 588497, 2011; in the data active = inhibition above about 35%, passing the limit was not always enough; inconclusive = no clear call, values can overlap the other calls; note: plate controls were buffer without enzyme for full effect and enzyme alone for no effect
# PfHsp40 rescue: rescue of yeast from PfHsp40 toxicity, primary screen, S. cerevisiae, ATP luminescence | S. cerevisiae expressing PfHsp40, growth rescue | growth rescue, % at 12.5 µM | hit rate 0.68% among 340,000; in the data active = growth rescue above about 28%, passing the limit was not always enough; inconclusive = no clear call, values can overlap the other calls;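 note: yeast W303a lacking pdr1 and pdr3 grown in galactose medium; growth measured after three days at 30 °C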
# BioA inh: M. tuberculosis BioA enzyme inhibitors, primary screen, biochemical, plate reader, single point, HTS; 7,8-diaminopelargonic acid synthase BioA (Mycobacterium tuberculosis); purified M. tuberculosis BioA enzyme; inhibition, % at 9.99 µM; hit rate 0.096% among 360,000; AID 602481, 2012; in the data active = inhibition above about 40%; inconclusive = no clear call, values can overlap the other calls
# BoNT-A LC inh2: BoNT/A light chain protease inhibitors, primary screen, biochemical, flow cytometry, MLPCN library. hit rate 0.17% among 360,000. inhibition, % at 10 µM. Botulinum neurotoxin type A light chain protease (Clostridium botulinum A str. ATCC 3502). multiplex microsphere protease substrate cleavage; note: plate controls were buffer without enzyme for full effect and enzyme alone for no effect
# An asterisk follows results filed as active; u = inconclusive; x = not tested or not shown. Cut-off read from the data, not from the text of the source, unless noted: active = inhibition above about 30%; inconclusive = no clear call, values can overlap the other calls; inactive = below that. An unsorted share of the library. Share with any hit: about 4.7%.
SMILES,Mtb FBA inh,FadD28 binding,GDH-TPI counter,Mtb UGM inh,Anthrax LF prot,BoNT-F LC inh,PfHsp40 rescue,BioA inh,BoNT-A LC inh2
CCC(=O)Nc1cccc(-c2cn3ccsc3n2)c1,0.6,-2.0,2.6,2.8,2.5,-2.9,0.4,-0.6,0.2
O=C(O)Cn1c(CCS(=O)(=O)c2ccc(Br)cc2)nc2ccccc21,0.1,u,6.9,-4.3,-3.2,-6.0,-0.9,x,-0.1
Cc1cccc(CSCc2ccc(C(=O)NC(C)C)o2)c1,-2.2,1.2,-11.3,0.9,-1.9,10.5,-0.9,5.3,2.7
CCn1cc(-c2cc(C(=O)O)c3ccccc3n2)c(C)n1,130.2*,-5.2,8.4,0.9,2.0,-0.5,-1.9,0.5,0.3
O=C(NCc1ccccn1)C1CN(S(=O)(=O)c2ccccc2)CCN1S(=O)(=O)c1ccccc1 (configuration not stated),0.4,1.3,3.8,2.3,2.0,-3.8,-1.4,x,0.1
Cc1cnc(NC(=O)CSc2ccc(Cl)cc2)s1,0.7,-1.8,3.1,0.3,0.3,-4.5,1.3,-0.5,-0.7
Cc1ccc(CSc2nnc(-c3cnccn3)n2C)cc1,-2.0,0.8,4.8,3.6,-11.9,u,-0.6,x,-1.0
C[n+]1ccccc1/C=C/c1ccc(C#N)cc1,0.8,-0.1,19.5,-0.1,-7.1,u,-1.9,-0.3,3.7
CC(C)CC(O)(CC(C)C)C(=O)NNc1ccccc1,-2.6,-1.6,-1.9,-0.6,-6.7,4.1,-0.5,2.3,0.2
Cc1cccc(NC(=O)c2cc([N+](=O)[O-])ccc2N2CCCCC2)n1,-3.2,-3.1,-8.2,1.6,-5.3,0.2,0.0,-1.4,1.0
O=C(C[C@H]1C/C=C/CC[C@H](Cc2ccc(F)cc2)C(=O)O[C@H](c2ccccc2)CNC1=O)NCCO,-0.9,-6.3,-2.7,-0.3,-1.0,-2.5,0.4,-0.8,-0.3
C=CCNS(=O)(=O)c1ccc2nsnc2c1,-2.1,0.3,7.1,-1.7,-1.0,-4.2,0.0,-0.6,0.2
CCn1ccnc1CN(C)C(=O)c1cc(COc2ccc(-n3cncn3)cc2)on1,14.5,0.4,17.0,1.5,1.2,1.1,-0.3,-0.4,1.3
c1ccc(SCc2nc3ccccc3[nH]2)cc1,0.1,-0.4,9.3,0.5,0.9,-9.9,-0.9,x,-6.9
O=S(=O)(NCc1ccccc1)c1ccc(S(=O)(=O)N(Cc2cccs2)CC2CCCO2)cc1 (configuration not stated),6.3,-1.0,10.4,4.6,1.5,-15.9,-0.1,-1.3,-0.7

# Continued, starting with the last three of the part before.
SMILES,Mtb FBA inh,FadD28 binding,GDH-TPI counter,Mtb UGM inh,Anthrax LF prot,BoNT-F LC inh,PfHsp40 rescue,BioA inh,BoNT-A LC inh2
CCn1ccnc1CN(C)C(=O)c1cc(COc2ccc(-n3cncn3)cc2)on1,14.5,0.4,17.0,1.5,1.2,1.1,-0.3,-0.4,1.3
c1ccc(SCc2nc3ccccc3[nH]2)cc1,0.1,-0.4,9.3,0.5,0.9,-9.9,-0.9,x,-6.9
O=S(=O)(NCc1ccccc1)c1ccc(S(=O)(=O)N(Cc2cccs2)CC2CCCO2)cc1 (configuration not stated),6.3,-1.0,10.4,4.6,1.5,-15.9,-0.1,-1.3,-0.7
COc1ccccc1N1CCN(C(=O)c2cccc(N3C(=O)NC4CC3(C)Oc3ccccc34)c2)CC1 (configuration not stated),2.9,-0.4,8.9,-1.1,-6.0,-48.6,0.9,0.8,-3.3
COC(=O)c1ccc(C(=O)OC)c(NC(=O)CSCc2ccc(Cl)cc2)c1,1.7,-0.5,7.8,-2.0,x,x,0.2,x,x
CN1C(=O)[C@H]2[C@@H](c3ccccc3)N[C@]3(CCCN(Cc4ccco4)C3=O)[C@H]2C1=O,-3.0,-2.9,-13.7,x,-7.5,0.2,x,0.0,-0.6
C=CCc1cccc(Cl)c1OCCON1C(=O)CCC1=O,2.2,-1.0,4.7,0.5,1.8,-3.5,-0.5,-0.9,0.7
Cc1cccc(NC(=O)Cn2nnc(-c3cccs3)n2)c1C,-1.1,0.4,1.0,-1.7,u,-10.0,-1.8,-2.0,-3.4
CCOC(=O)c1nnc2cc(-c3ccccc3)nn2c1C,2.1,-4.6,-4.8,-3.1,6.4,15.1,-1.1,-1.0,2.0
COCCNC(=O)CSc1ccccc1C(=O)O,-0.5,-0.2,0.6,0.7,0.3,-0.2,-0.5,x,-0.9
COc1cc(NS(=O)(=O)c2ccc(NC(=S)NC(=O)C3CCCC3)cc2)nc(OC)n1,1.1,-5.3,2.7,1.3,-0.2,3.4,0.5,0.5,0.1
CN(CCNC(=O)c1cccc(N2CCCC2=O)c1)Cc1ccccc1,1.7,-1.3,-3.1,-0.5,-0.5,5.3,-0.7,1.5,0.5
O=C(CSc1nnc(-c2cccs2)o1)c1cccs1,3.1,-1.7,0.7,2.3,0.0,-4.9,-0.2,-0.4,0.1
O=C(COC(=O)c1ccccc1O)NCC1COc2ccccc2O1 (configuration not stated),4.2,0.9,3.2,0.7,x,x,-0.1,1.8,x
CC1(C)Cc2ccccc2C(CSc2ccccc2C(=O)O)=N1,5.3,-0.2,6.7,1.6,1.2,-8.1,0.6,-1.4,-0.7
CC(O)CC(=O)NOCc1ccccc1 (configuration not stated),-3.2,-2.1,-0.9,x,-4.7,0.5,0.2,-0.5,0.2
COc1ccc(N2C(=O)CSC2c2ccncc2)cc1 (configuration not stated),-5.3,-2.0,-3.7,1.8,-7.3,4.5,-0.2,x,0.1
Cc1oc2c(CN(C)C)c(O)ccc2c(=O)c1-c1ccc2ccccc2n1,1.2,-1.7,26.3,-1.3,-3.8,-5.5,-1.4,1.5,0.7
CN1CCN(C(=O)/C(=C/c2cn(C)c3ccccc23)NC(=O)c2ccccc2)CC1,-11.1,-3.2,24.8,1.7,0.8,6.6,-1.5,0.2,-0.1
COc1ccc(NC(=S)NCCCn2ccnc2)cc1,-2.3,-3.4,8.4,0.6,-2.5,0.2,-0.3,-1.9,-0.1
Cc1ccc(CNC(=O)C2CCCN(S(=O)(=O)N3CC(C)CC(C)C3)C2)cc1 (configuration not stated),0.2,-2.1,-4.3,-1.2,-0.8,3.1,0.2,-0.6,2.2
O=c1cc(N2CCc3ccccc32)[nH]c(=O)n1-c1ccc(Br)cc1,11.7,-1.8,11.3,x,-5.8,7.7,1.5,-0.4,1.0
COCCCNC(=O)C1=CCN(S(=O)(=O)c2ccc(OC)cc2)CC1,2.8,1.0,10.1,0.8,-3.9,-6.2,17.1,-1.2,-0.5
CCOc1ccc(/C=N/NC(=O)c2nnn(-c3nonc3N)c2-c2ccc(OCC)cc2)cc1,0.8,-0.7,14.1,2.0,-4.4,-11.4,0.1,0.5,-1.4
CCOC(=O)c1cc(NC(=O)CC(C)(C)CC(=O)O)ccc1N1CCCCC1,1.9,-3.3,0.0,1.0,5.6,u,-2.0,-1.3,-2.0
O=C(O)c1cccc(S(=O)(=O)NCC2CCCO2)c1 (configuration not stated),0.8,-2.6,-4.6,1.0,0.6,6.0,-0.1,0.3,-0.2
CC(C)NCC(O)c1ccc2ccccc2c1 (configuration not stated),-1.2,-2.4,0.5,-1.3,6.5,-3.8,0.2,-1.4,-0.4
Cc1c(C(=O)N(Cc2ccccc2)Cc2cccs2)cnn1-c1ccc(Cl)cc1,-0.9,-0.1,4.6,-1.3,x,x,116.8*,3.3,x
COc1cc(OC)cc(-c2nnc(SCc3c(F)cccc3Cl)o2)c1,-0.3,-4.3,4.2,-2.5,-3.1,-17.4,-0.4,-3.7,-0.7
CCc1ccc(C)c(OC(=O)c2cncc(Br)c2)c1,-1.4,-2.6,1.6,-2.4,5.4,4.5,-1.5,-1.5,1.5
Cc1nc(NS(=O)(=O)c2ccccc2)sc1NC(=O)OC(C)C,-8.4,-0.9,4.2,-0.7,1.7,3.0,-0.1,-1.4,-0.2
Cc1ccc(C(=O)N2CCN(c3ccc(NC(=O)Cc4ccccc4)cc3)CC2)cc1,-2.8,-2.6,2.4,-0.5,-3.1,-3.9,-0.1,0.2,-0.6
COc1ccc(OC)c(C(=O)c2ccccc2)c1,0.7,-5.0,-3.3,-3.7,-0.9,-10.7,0.7,-0.5,-1.0

# Complete entries, quoted from the list:
# Entry for Cc1c(C(=O)N(Cc2ccccc2)Cc2cccs2)cnn1-c1ccc(Cl)cc1 = Mtb FBA inh: -0.9; FadD28 binding: -0.1; GDH-TPI counter: 4.6; Mtb UGM inh: -1.3; Anthrax LF prot: x; BoNT-F LC inh: x; PfHsp40 rescue: 116.8*; BioA inh: 3.3; BoNT-A LC inh2: x
# Entry for CCOc1ccc(/C=N/NC(=O)c2nnn(-c3nonc3N)c2-c2ccc(OCC)cc2)cc1 = Mtb FBA inh: 0.8; FadD28 binding: -0.7; GDH-TPI counter: 14.1; Mtb UGM inh: 2.0; Anthrax LF prot: -4.4; BoNT-F LC inh: -11.4; PfHsp40 rescue: 0.1; BioA inh: 0.5; BoNT-A LC inh2: -1.4

# (more compounds)
SMILES,Mtb FBA inh,FadD28 binding,GDH-TPI counter,Mtb UGM inh,Anthrax LF prot,BoNT-F LC inh,PfHsp40 rescue,BioA inh,BoNT-A LC inh2
Cc1cc(C(=O)Nc2ccc(Cl)cc2)c(C)n1-c1ccccc1,3.3,-3.4,-6.9,0.7,u,18.5,x,3.6,-0.1
CCSCc1nnc(SCC(=O)c2ccc(OC)cc2)n1C,1.2,-0.9,-9.1,0.9,-3.1,0.1,-1.0,0.4,-0.4
Cc1ccc(S(=O)(=O)N2CCCCC2)cc1C(=O)OC1CCCCC1=O (configuration not stated),-0.3,0.7,5.3,0.9,0.4,-6.7,-1.0,1.1,-2.9
O=C(NC(=S)Nc1cc(C(F)(F)F)ccc1Cl)c1ccccc1,-0.2,0.0,11.4,0.9,-1.4,-7.4,1.2,-2.0,-0.8
CCNc1ccc(C(=O)OCC(=O)NCc2ccccc2Cl)cc1[N+](=O)[O-],0.4,1.0,1.5,-0.1,2.3,3.4,-0.7,x,0.2
CN1C(=O)C(=Cc2c(OCc3cnc(Cl)s3)ccc3ccccc23)C(=O)N(C)C1=O,2.3,-1.1,5.6,-1.3,-5.4,-5.0,125.2*,x,-0.3
CC(C)CC(=O)Nc1ccc2c(c1)nc(CCN1CCCCC1)n2C,6.9,-1.0,0.7,-1.2,5.7,-26.6,-1.4,x,0.2
Cc1ccc(-n2ncc(C(=O)NC3CC3)c2C2CCN(C(=O)OC(C)(C)C)CC2)cc1,-4.6,-5.5,-12.0,-1.8,-3.0,5.3,1.0,0.0,-0.3
CCC1(CC)C(=O)C2=C3C1[C@H](C(=O)OC)C=C(C(=O)OC)C[C@H]3[C@H]1C(=O)N(CC(=O)OC)C(=O)[C@H]1[C@H]2C (some centres not stated),1.5,1.0,6.8,-0.3,7.4,5.7,-0.3,-2.3,0.4
S=C1NC2=C(CCCC2)C2(CCCCC2)N1,2.6,-3.7,9.5,-1.1,1.4,3.0,0.4,0.1,0.0
C/C(=N\NC(=O)c1cc([N+](=O)[O-])cc([N+](=O)[O-])c1)c1ccco1,9.7,-1.0,-2.9,1.1,-5.0,3.5,-0.6,x,-1.3
CCOC(=O)c1ccc(NC(=O)c2cc3c(s2)CCC3)cc1,2.2,0.1,29.1,-4.8,0.8,-0.4,-0.1,x,0.6

# High-throughput results: PubChem BioAssay, several laboratories
